Source: PubChem (Sanford-Burnham Center for Chemical Genomics)
beta cell repl – inducers of MIN6 beta-cell proliferation, primary screen, ATP luminescence, uHTS. MIN6 cells proliferation, ATPlite luminescence, 48 h; cells starved in 0.2% serum; 100% = growth in 10% serum. proliferation, % at 10 µM. actives 0.29% (n = 330,000). AID 2380, 2010;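 active = compounds whose signal lies at least 3.5 SD above the mean of all wells on their plate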;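 note: 0% = DMSO-treated cells in low-serum medium and 100% = 10% serum control; some compounds called inactive have numbers as strong as hits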
UBC13 polyUb – UBC13 polyubiquitin chain formation inhibitors, primary screen, biochemical, TR-FRET, uHTS; inhibition, % at 20 µM; Ubiquitin-conjugating enzyme E2 N (Homo sapiens), P61088; actives 0.47% (n = 330,000); in the data active = inhibition above about 45%, passing the limit was not always enough; inconclusive = no clear call, values can overlap the other calls
HKDC1 inh – HKDC1 hexokinase inhibitors, primary screen, biochemical, fluorescence, uHTS. Q2TB90. recombinant HKDC1, G6PDH/diaphorase resazurin coupled fluorescence. inhibition, % at 20 µM. actives 0.16% (n = 340,000). AID 493160, 2011;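 active = inhibition above about 35% when tested at 20 µM, limit read from the data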;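 note: plate controls were DMSO wells with enzyme for no effect and DMSO wells lacking enzyme for full effect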
Target sequence (Q2TB90 whole entry, looked up): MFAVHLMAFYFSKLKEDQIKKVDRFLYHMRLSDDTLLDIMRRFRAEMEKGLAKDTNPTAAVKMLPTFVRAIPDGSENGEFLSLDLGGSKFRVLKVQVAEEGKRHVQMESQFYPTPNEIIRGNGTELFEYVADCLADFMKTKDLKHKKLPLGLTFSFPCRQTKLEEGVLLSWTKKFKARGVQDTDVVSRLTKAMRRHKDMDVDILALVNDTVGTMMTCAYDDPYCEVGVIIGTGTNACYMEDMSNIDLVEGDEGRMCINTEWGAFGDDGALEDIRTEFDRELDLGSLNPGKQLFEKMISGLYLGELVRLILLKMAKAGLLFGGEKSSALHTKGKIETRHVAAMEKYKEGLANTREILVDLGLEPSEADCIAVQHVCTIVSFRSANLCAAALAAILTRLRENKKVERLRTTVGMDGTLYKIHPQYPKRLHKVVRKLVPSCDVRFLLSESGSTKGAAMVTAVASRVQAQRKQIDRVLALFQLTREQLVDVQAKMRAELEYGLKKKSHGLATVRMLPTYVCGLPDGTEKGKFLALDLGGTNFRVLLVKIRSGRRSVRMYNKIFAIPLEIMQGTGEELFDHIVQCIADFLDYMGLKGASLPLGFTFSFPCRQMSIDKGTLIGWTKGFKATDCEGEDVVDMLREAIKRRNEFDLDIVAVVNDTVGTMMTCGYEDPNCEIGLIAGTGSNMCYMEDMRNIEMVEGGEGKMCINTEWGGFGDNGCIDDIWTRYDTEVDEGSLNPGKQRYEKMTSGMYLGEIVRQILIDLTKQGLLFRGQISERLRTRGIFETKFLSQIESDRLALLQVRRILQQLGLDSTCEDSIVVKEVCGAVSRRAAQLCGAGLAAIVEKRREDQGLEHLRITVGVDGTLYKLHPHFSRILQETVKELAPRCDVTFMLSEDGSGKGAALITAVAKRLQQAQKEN
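Material – in-house recombinant HK5 (HKDC1) enzyme · Quantity – HKDC1 at 5 µg/mL · Buffer or medium – pH 8.0 Tris buffer with 10 mM MgCl2 · Reagent – glucose with 1 mM ATP · Dosing – single 20 µM dose · Times – reaction time 90 min, room temperature, protected from light · Technique – resorufin fluorescence at 613 nm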
SENP8 block-1 – human SENP8 protease inhibitors, primary screen, biochemical, fluorescence, Nedd8 protein substrate, uHTS; Sentrin-specific protease 8 (Homo sapiens), Q96LD8; recombinant SENP8; inhibition, % at 20 µM; actives 0.64% (n = 360,000); AID 602440, 2012; in the data active = inhibition mostly above about 40%, no sharp cut-off; inactive = mostly below about 27%
SENP1 FRET inh – human SENP1 catalytic domain inhibitors, primary screen, biochemical, FRET, uHTS; Sentrin-specific protease 1 (Homo sapiens), Q9P0U3; recombinant SENP1 catalytic domain, CyPet-SUMO1-YPet FRET cleavage; inhibition, % at 10 µM; actives 0.21% (n = 360,000); AID 624204, 2012;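 active = inhibition at least 30% at 10 µM, raw YFP signal under a set limit, fluorescence ratio 0.5 to 1.5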;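 note: 0% = enzyme with DMSO and 100% = no enzyme wells; some results filed as inactive read as strong as hits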
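system = hSENP1 catalytic domain, recombinant | reagent = SFCypet-SUMO1-SFYpet substrate at 25 nM | doses = one dose per compound, 10 µM, 0.5% DMSO | incubation = enzyme reaction for 50 min at room temperature, dark | measured by = FRET, CFP and YFP emission | controls = no-enzyme low, enzyme-DMSO high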
SENP6 inh – SENP6 protease inhibitors, primary screen, biochemical, luminescence, uHTS. inhibition, % at 10 µM. Recombinant SENP6 catalytic domain, aminoluciferin luminescence. actives 1.8% (n = 330,000);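 active = inhibition above about 50% at the single tested dose, limit read from the data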;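 note: plate controls were DMSO wells with enzyme for no effect and DMSO wells lacking enzyme for full effect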
SENP8 block-2 – SENP8 protease inhibitors, primary screen, biochemical, luminescence; AID 2540, 2010; actives 1.2% (n = 330,000); inhibition, % at 10 µM; purified SENP8, Z-RLRGG-aminoluciferin cleavage; in the data active = inhibition above about 50%
SENP7 block – SENP7 protease inhibitors, primary screen, biochemical, luminescence, uHTS; actives 1.5% (n = 330,000); inhibition, % at 5 µM; AID 434973, 2010; recombinant SENP7, Z-RLRGG-aminoluciferin luminescence, 40 min;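 active = inhibition above about 50% at the single test dose, limit read from the data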;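 note: plate controls were DMSO with enzyme for no effect and no enzyme buffer wells for full effect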
PfGluPho inh – PfG6PD enzyme inhibitors, primary screen, biochemical, fluorescence intensity, uHTS; glucose-6-phosphate dehydrogenase-6-phosphogluconolactonase (Plasmodium falciparum 3D7); actives 0.78% (n = 350,000); PfGluPho enzyme, NADPH resazurin-diaphorase fluorescence; inhibition, % at 20 µM;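 active = inhibition reaching at least a set limit at 20 µM in the primary screen, cut at about 59% in these data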;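 note: 0% = DMSO wells with substrate and 100% = DMSO wells lacking glucose-6-phosphate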
* marks the source's active call; other numbers are inactive results; i = inactive; ? = inconclusive; nt = no result given.

SMILES	beta cell repl	UBC13 polyUb	HKDC1 inh	SENP8 block-1	SENP1 FRET inh	SENP6 inh	SENP8 block-2	SENP7 block	PfGluPho inh
O=C(Oc1ccc(F)cc1)c1cccnc1	-4	4	-3	12	0	-11	-5	3	-3
COc1ccc(N(C)S(=O)(=O)c2cccc(C(=O)N(C)Cc3ccc(C)o3)c2)cc1	-4	-4	9	1	2	-12	-2	0	-7
COc1cc2c(cc1OC)C(=O)N1[C@H]3c4cc(Cl)ccc4OC[C@@H]3[C@H](c3ccccc3)[C@]1(C)C(=O)N2	-8	-10	0	-14	-8	-11	-9	3	12
O=C(CSc1ncn[nH]1)Nc1c(Br)cc([N+](=O)[O-])cc1Br	0	-3	-5	25	2	7	9	14	13
CC(=O)N1CCN(c2ccc(NC(=O)c3ccc([N+](=O)[O-])cc3)cc2)CC1	0	-7	-1	9	2	-16	2	-4	-11
O=C(Nc1cc(S(=O)(=O)N2CCOCC2)ccc1OCC(F)(F)F)C1=COCCO1	-4	-4	-1	-2	0	-1	-3	-9	1
CCC1CCc2c([nH]c3ccccc3c2=O)O1 (stereo not drawn)	0	10	-10	18	0	-1	-3	8	2
COc1cccc(CN2CC(C(=O)N(C)Cc3ccc(C)cc3)CCC2=O)c1 (stereo not drawn)	-1	2	-5	6	-1	-3	2	2	4
CC(C)n1ncc2c(C(=O)N3CCN(c4ccccc4)CC3)cc(-c3ccccc3)nc21	-8	12	2	-325	0	-10	-1	-1	15
Cc1ccc(C(C)C)c(OCc2nnc(SCC(=O)Nc3nccs3)n2C)c1	3	-5	3	18	1	-22	-9	-3	-12
CC(C)c1c(C(=O)N/N=C/C2CC=CCC2)nnn1-c1nonc1N (stereo not drawn)	-7	-5	-1	10	-2	5	5	-6	-1
CCOC(=O)c1c(C)cc(C)n2c1nc1ccccc12	0	17	-9	-301	-11	8	5	-1	-8
Cc1cc(C(=O)N2CCc3ccccc32)c2cc(F)ccc2n1	-2	0	-3	28	-2	-7	1	8	-14
O=C(CSc1nnnn1-c1ccccc1)Nc1ncc2c(n1)CC(c1ccccc1)CC2=O (stereo not drawn)	1	-1	-3	10	-1	-4	-4	7	-5
O=C(CSc1nc2ccc(Cl)cc2[nH]1)NCc1ccco1	-3	7	1	19	-4	-9	0	8	16
CCOC(=O)/C=C1\SCC(=O)N1CC(=O)Nc1ccc(OC)c(OC)c1	0	-7	-2	15	1	-14	-9	-8	-13
COc1cccc(/C=N\Nc2nncc(-c3ccccc3)n2)c1	-1	-6	-8	24	1	-22	-15	25	-13
Cc1occc1-c1nnc(SCC(=O)c2ccccc2)n1CC1CCCO1 (stereo not drawn)	-1	5	-3	22	0	3	1	9	22
O=C(CCCN1C(=O)/C(=C/c2ccccc2Cl)SC1=S)Nc1cccnc1	-6	-1	8	18	3	36	47	51*	1
Cc1ccc(/C=N/n2c(-c3ccc(Cl)cc3)n[nH]c2=S)s1	-3	-8	-5	21	3	3	2	4	10
COc1ccc(NC(=O)N(C)C[C@H]2Oc3ccc(NC(=O)C4CC4)cc3CC(=O)N([C@@H](C)CO)C[C@@H]2C)cc1	1	4	-2	16	0	-11	11	-5	10
COc1ccc(-c2noc(C3CCCN(S(=O)(=O)c4ccc(C)c(Cl)c4)C3)n2)cc1OC (stereo not drawn)	-1	7	-3	3	-2	-6	-4	2	0
Cn1c(NCCCO)nc2c(c1=O)C1(CCCCC1)Cc1ccccc1-2	-2	14	4	i	2	-8	-8	8	6
CCOC(=O)c1sc(NC(=O)c2ccccc2OCC)nc1C	2	17	-2	-93	2	7	-5	2	10
O=C(CN(C(=O)CNC(=O)c1ccco1)c1ccc(Cl)c(Cl)c1)NC1CCCCC1	0	-8	0	16	3	-11	2	-9	-17
Cn1nccc1C(=O)NC(=S)Nc1sc2c(c1C#N)CCCCC2	-4	-1	-3	1	-45	-29	-7	-11	-20
CCN1CCN(C(=S)Nc2ccccc2Cl)CC1	0	-17	-7	20	4	-23	0	-3	26
CCC(=O)c1ccc(OCc2ccc(C(=O)OC)o2)c(OC)c1	-1	5	-5	20	1	-12	0	4	-5
O=C(Nc1ccc(NC(=O)c2sc3ccccc3c2Cl)cc1Cl)c1ccco1	-4	1	5	-217	-1	-1	5	5	-1
CCOc1ccc(C2=Nn3cnnc3SC2)cc1	0	0	-9	6	0	-6	-4	-2	4
COCCN(CCOC)S(=O)(=O)c1ccc(C(=O)Nc2ccc([N+](=O)[O-])cc2OC)cc1	-2	6	0	19	1	10	2	5	12
C=CCc1ccc(OCC(O)COCC)c(OC)c1 (stereo not drawn)	-1	4	-7	21	-2	-11	0	-2	-13
CCn1c(SCC(=O)N(C)C2CCS(=O)(=O)C2)nnc1-c1cccs1 (stereo not drawn)	0	-3	-5	5	2	-7	0	0	2
CSc1ccccc1C(=O)Nc1ncc(C)s1	-4	7	-3	-21	1	5	-6	5	-12
COc1ccc(C(CNC(=O)c2cccc(S(=O)(=O)N3CCCCC3)c2)N2CCCC2)cc1 (stereo not drawn)	-5	3	-1	12	2	-13	-6	2	-12
O=C(NCC1CCCO1)c1onc(CSc2ccc(F)cc2)c1C(=O)O (stereo not drawn)	0	-8	7	4	1	-3	2	-1	3
CCC(C)(C(=O)NC1CCCCC1)N(Cc1cccs1)C(=O)CC1NC(=O)NC1=O (stereo not drawn)	0	9	-4	21	1	-2	-4	-11	-9
CCOC(=O)c1cccc(NC(=O)c2cc3sccc3n2C)c1	-3	6	12	-11	-5	-11	-11	10	56
CCSc1nnc([C@H](Cc2c[nH]c3ccccc23)NC(=O)OC(C)(C)C)o1	-2	6	0	14	-19	2	-8	-1	15
CCOc1ccc(NC(=O)Nc2ccc3nsnc3c2)cc1	-2	3	-1	-6	9	-8	-6	-1	32
Cc1cc(Cl)nc2c(C(C)C)cccc12	-1	-3	-11	0	2	-21	-16	-10	30
CC1CC(=S)Nc2ccccc2N1C(=O)Nc1ccccc1 (stereo not drawn)	2	7	-7	7	0	2	4	1	-11
Cc1cc(C)c2sc(N(CCN(C)C)C(=O)c3ccc4ccccc4c3)nc2c1	-4	16	-3	10	0	1	4	12	11
C/[N+]([O-])=C\CC(=O)c1ccc(-c2ccccc2)cc1	-5	2	-12	16	1	25	2	-1	7
O=[N+]([O-])c1cccnc1N1CCOCC1	4	7	-7	13	1	7	7	6	6
CN(C(=O)CSc1ncnc2sccc12)C1CCCCC1	3	7	2	9	-2	2	-5	3	-1
CCN1CCN(CC(=O)NC2CCCC2)C(=O)C1=O	-2	-4	-7	9	1	1	-6	1	-4
COc1cc(CN2c3ccccc3C(=O)CS2(=O)=O)cc(OC)c1	nt	nt	-1	-12	7	nt	nt	6	-4
Cc1ccccc1OCc1nnc(SCCN2CCCC2)n1-c1ccccc1	0	2	-11	16	-1	-17	-6	-8	15
CC(C)c1cccc(-c2ccc3c(c2)S(=O)(=O)c2cccc(C(=O)NC4CCCC4)c2C3=O)c1	-4	-13	-3	-489	-4	0	4	7	-21
N#Cc1c(N2CCN(C(=O)c3ccccc3)CC2)nc(-c2ccccc2)c2c1CCCC2	-4	?	1	i	-6	7	11	6	3
CCOc1ccccc1OCCCC(=O)N1CCN(S(=O)(=O)c2cccc(F)c2)CC1	-2	2	-3	14	0	15	-1	8	4
Cc1cccc(C(=O)N/N=C2\CS(=O)(=O)N(C)c3ccsc32)c1	-4	-13	-13	23	-10	-8	-3	-7	-14
CCOC(=O)CC(NC(=O)CCS(=O)(=O)c1ccc2c(c1)n(C)c(=O)c(=O)n2C)c1ccc(C)cc1 (stereo not drawn)	0	0	-4	-123	-1	-5	5	0	7
C[C@H](NC(=O)N1CCn2c1nc1ccccc12)C(=O)NC1CCCCC1	-1	2	-6	5	0	7	3	-9	-4
